AHR activator – activators of human aryl hydrocarbon receptor. AID 2796. AHR-responsive luciferase reporter cells, luminescence. activation, % at 5 µM. 320,000 compounds, 2.5% hits. P35869; in the data active = activation above about 47%;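 also: 0% = vehicle wells and 100% = reference agonist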
proCasp7 act – activates human procaspase-7, counter-screen for procaspase-3 activators; P55210; recombinant procaspase-7, Ac-DEVD-pNA absorbance 405 nm; D23A/D198A/D206A triple mutant, cannot self-cleave; scale: DMSO 0, 5 µM enzyme 100; activation, % at 8.5 µM; 330,000 compounds, 0.093% hits; AID 463210;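 active = percent activation above the screen-wide mean plus 3 SD, cut at about 25% in these data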
Target sequence (P55210 whole entry D23A/D198A/D206A): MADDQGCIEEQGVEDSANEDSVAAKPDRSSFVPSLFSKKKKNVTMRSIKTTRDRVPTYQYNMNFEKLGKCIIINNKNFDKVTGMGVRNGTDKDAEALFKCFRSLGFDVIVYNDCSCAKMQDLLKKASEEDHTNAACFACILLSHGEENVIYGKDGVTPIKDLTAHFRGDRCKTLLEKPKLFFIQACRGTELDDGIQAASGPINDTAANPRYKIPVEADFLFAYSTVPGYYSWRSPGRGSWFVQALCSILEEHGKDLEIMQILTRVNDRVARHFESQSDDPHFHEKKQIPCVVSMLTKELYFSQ
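buffer or medium = Zinc-free HEPES/NaCl buffer, pH 7.4 | material = Procaspase-7 triple mutant (PC-7 D3A) | input = 2 µM procaspase-7 mutant as dispensed | signal = Epi-absorbance of released pNA at 405 nm, two timepoints | timing = 1 h preincubation, 2 h reaction | replicates = singlicate compound testing | evaluation = % activation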
MEP2 TOR yeast – modulators of TOR pathway MEP2-GFP in S. cerevisiae; 330,000 compounds, 0.51% hits; GFP response vs DMSO, % at 10 µM; S. cerevisiae MEP2-GFP strain, flow cytometry GFP, 3 h; 100% = DMSO control level;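 active = GFP response versus DMSO above a set limit, roughly screen mean plus 3 SD, cut at about 180% in these data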;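 also: median GFP fluorescence of the barcode-gated MEP2-GFP cells per well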
AGP1-GFP MLPCN – yeast TOR pathway AGP1-GFP modulation. 320,000 compounds, 0.02% hits. S. cerevisiae AGP1-GFP multiplex flow cytometry, 3 h; GFP as percent of DMSO wells. GFP response vs DMSO, % at 10 µM. AID 2066;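 active = GFP response relative to DMSO above a set limit, near screen average plus 3 SD, cut at about 150% in these data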;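 also: median GFP channel fluorescence of the gated AGP1 strain per well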
LAP4 TOR yeast – modulators of TOR pathway LAP4-GFP in S. cerevisiae. S. cerevisiae LAP4-GFP multiplex, flow cytometry GFP, 3 h; median GFP as percent of DMSO wells. GFP response vs DMSO, % at 10 µM. 320,000 compounds, 0.34% hits. AID 2023;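 active = GFP response vs DMSO above a set limit, about the screen mean plus 3 SD, cut at about 150% in these data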
procasp3 activ – activators of human procaspase-3. recombinant procaspase-3 D3A, Ac-DEVD-pNA absorbance 405 nm. activation, % at 8.5 µM. 330,000 compounds, 0.11% hits;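 active = activation above the mean of all tested compounds plus 3 SD, cut at about 21% in these data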;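 also: 0% = DMSO alone and 100% = DMSO wells spiked with extra 5 µM PC-3 D3A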
Target sequence (P42574 whole entry D9A/D28A/D175A): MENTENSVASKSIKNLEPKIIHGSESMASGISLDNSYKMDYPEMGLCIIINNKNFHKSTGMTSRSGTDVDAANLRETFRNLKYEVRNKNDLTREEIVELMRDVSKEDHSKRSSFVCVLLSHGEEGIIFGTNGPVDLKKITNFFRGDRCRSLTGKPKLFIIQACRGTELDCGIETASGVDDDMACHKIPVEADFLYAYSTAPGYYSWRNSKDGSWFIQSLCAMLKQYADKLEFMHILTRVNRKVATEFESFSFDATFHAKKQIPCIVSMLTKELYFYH
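Evaluation: percent activation relative to control range; Material: Procaspase-3 D3A mutant, all three cleavage aspartates alanine; Compound: single dose, 8.5 µM nominal compound, 0.8% DMSO; Replication: one well per compound; Signal: absorbance at 405 nm, 0 and 120 min; Schedule: 1 h preincubation plus 2 h reaction at 25 °C.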
RPL19A TOR yeast – yeast TOR pathway RPL19A-GFP modulation; S. cerevisiae RPL19A-GFP strain, flow cytometry, 3 h; stronger effect = lower value; percent response vs DMSO, % at 10 µM; 330,000 compounds, 0.3% hits; AID 2025;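 active = percent response vs DMSO below 50%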;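 also: median channel GFP fluorescence of the barcoded RPL19A-GFP strain; ratio of sample median GFP to plate DMSO average so 100% = DMSO; lower means less RPL19A-GFP as with rapamycin TOR inhibition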
CIT2 TOR yeast – yeast TOR pathway CIT2-GFP modulation | S. cerevisiae CIT2-GFP strain, flow cytometry, 3 h; 100 means same as DMSO wells | GFP response vs DMSO, % at 10 µM | 320,000 compounds, 0.065% hits | AID 2029;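 active = GFP response relative to DMSO above a set limit, near the screen mean plus 3 SD, cut at about 150% in these data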;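 also: ratio of well median GFP fluorescence to mean of DMSO wells on the plate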
* marks the source's active call; other numbers are inactive results; · = no result given; & = joins results of further samples.

Value order – AHR activator, proCasp7 act, MEP2 TOR yeast, AGP1-GFP MLPCN, LAP4 TOR yeast, procasp3 activ, RPL19A TOR yeast, CIT2 TOR yeast
CCN(CC)S(=O)(=O)c1cccc(-c2nnc(SCC(=O)NC)n2N)c1
  2, 5, 101, 97, 91, -6, 98, 98
O=C(NC(C(=O)O)c1ccccc1)c1ccc(S(=O)(=O)N2CCOCC2)cc1 (configuration not stated)
  -3, -1, 98, 98, 96, -5, 95, 90
COc1ccc(OCCn2c(C)c(/C=N/n3cnnc3)c3ccccc32)cc1
  4, 0, 100, 106, 105, -2, 105, 98
CCCOc1ccc(N2CC(C(=O)NCCc3ccc(OC)c(OC)c3)CC2=O)cc1 (configuration not stated)
  8, -7, 107, 97, 91, 4, 100, 107
CCO[C@@H]1c2c(ccc3ccc(=O)oc23)OC(C)(C)[C@H]1O
  0, 7, 88, 90, 95, 2, 94, 86
CCCCCN(C(=O)CCC(=O)OCC(=O)N1CCCC(C)C1)c1c(N)n(CCCC)c(=O)[nH]c1=O (configuration not stated)
  1, -2, 95, 80, 69, -1, 98, 84
C=CCN1N=C(c2ccc(NC(=O)c3ccccc3)cc2)CSC1=O
  3, -1, 102, 101, 97, 8, 96, 102
CCCSc1nnc(N2C(=O)C(O)=C(C(=O)c3ccco3)C2c2ccccc2F)s1 (configuration not stated)
  13, -16, 86, 98, 96, -1, 98, 94
CCCOc1ccc(C(=O)CCC(=O)NNC(=O)c2cccs2)cc1
  4, 6, 111, 110, 100, 9, 108, 108
Cc1ccc(S(=O)(=O)Nc2nc(C)c(C(=O)NNS(=O)(=O)c3ccccc3)s2)cc1
  0, -3, 108, 95, 105, -1, 93, 86

Value order – AHR activator, proCasp7 act, MEP2 TOR yeast, AGP1-GFP MLPCN, LAP4 TOR yeast, procasp3 activ, RPL19A TOR yeast, CIT2 TOR yeast
CCCc1nc(N)c(C#N)c(-c2cccnc2)c1CC
  0, 1, 93, 102, 100, 5, 101, 99
N#Cc1cccc(NC(=O)Cc2ccccc2)c1
  0, 16, 103, 98, 100, 5, 94, 97
N#Cc1c(-c2cccs2)cc(-c2cccnc2)nc1N
  102*, -7, 78, 76, 110, -4, 93, 99
CCCN1C(=O)C(NC(C)=O)c2ccccc21 (configuration not stated)
  0, 1, 108, 102, 113, -9, 100, 97
O=c1[nH]c2ccccc2n2c(=S)[nH]nc12
  2, 2, 106, 104, 113, 4, 102, 109
Cc1nccn1CC1CCc2c(c3ccccc3n2C)C1=O (configuration not stated)
  -1&-1, -3&-1, 99&97, 96&103, 104&105, -4&7, 102&103, 109&99
CCN(C(=S)NC(=O)C1CC1)c1ccccc1
  5, -21, 109, 104, 99, -9, 101, 103
O=C(c1ccc(Br)o1)N1CCN(c2ccc3nnc(-c4ccc(F)cc4)n3n2)CC1
  47*, -6, 104, 104, 98, 14, 99, 105
Cc1onc(-c2ccccc2Cl)c1C(=O)Nc1nn[nH]n1
  0, 4, 97, 97, 89, -4, 99, ·
COc1cccc(CN(CC(=O)NCc2ccccc2)C(=O)c2csnn2)c1
  2, -2, 109, 104, 98, -1, 100, 102

Just AHR activator and RPL19A TOR yeast (2 entries from above):
Compound | AHR activator | RPL19A TOR yeast
Cc1nccn1CC1CCc2c(c3ccccc3n2C)C1=O (configuration not stated) | -1&-1 | 102&103
CCN(C(=S)NC(=O)C1CC1)c1ccccc1 | 5 | 101

More structures follow.
Value order – AHR activator, proCasp7 act, MEP2 TOR yeast, AGP1-GFP MLPCN, LAP4 TOR yeast, procasp3 activ, RPL19A TOR yeast, CIT2 TOR yeast
CC(=O)N1c2ccc(S(=O)(=O)N3CCCCC3)cc2CC1C(=O)NCc1ccc(N(C)C)cc1 (configuration not stated)
  3, -1, 115, 102, 102, 7, 102, 107
CC(=O)Nc1ccc(NC(=O)C(C)Oc2ccccc2F)cc1 (configuration not stated)
  -1, 4, 103, 103, 95, -4, 98, 102
COc1ccc(NC(=O)CN(C)C(=O)Cc2n[nH]c(=O)c3ccccc23)cc1
  2, -3, 93, 89, 95, 16, 92, 103
C=CCn1c(=S)[nH]c2cc(C(=O)Nc3ccc(OC)c(OC)c3)ccc2c1=O
  2, -4, 109, 111, 100, -4, 109, 114
CN(C)S(=O)(=O)Nc1ccc(Br)cc1F
  2, 5, 107, 103, 98, 7, 105, 98
CC1CCCCC12NC(=O)N(CC(=O)N1CCN(c3ccccc3)CC1)C2=O (configuration not stated)
  0, 0, 98, 104, 98, 1, 97, 99

10 of these compounds, set out differently.
SMILES | AHR activator | proCasp7 act | MEP2 TOR yeast | AGP1-GFP MLPCN | LAP4 TOR yeast | procasp3 activ | RPL19A TOR yeast | CIT2 TOR yeast
CCN(CC)S(=O)(=O)c1cccc(-c2nnc(SCC(=O)NC)n2N)c1 | 2 | 5 | 101 | 97 | 91 | -6 | 98 | 98
O=C(NC(C(=O)O)c1ccccc1)c1ccc(S(=O)(=O)N2CCOCC2)cc1 (configuration not stated) | -3 | -1 | 98 | 98 | 96 | -5 | 95 | 90
COc1ccc(OCCn2c(C)c(/C=N/n3cnnc3)c3ccccc32)cc1 | 4 | 0 | 100 | 106 | 105 | -2 | 105 | 98
CCCOc1ccc(N2CC(C(=O)NCCc3ccc(OC)c(OC)c3)CC2=O)cc1 (configuration not stated) | 8 | -7 | 107 | 97 | 91 | 4 | 100 | 107
CCO[C@@H]1c2c(ccc3ccc(=O)oc23)OC(C)(C)[C@H]1O | 0 | 7 | 88 | 90 | 95 | 2 | 94 | 86
CCCCCN(C(=O)CCC(=O)OCC(=O)N1CCCC(C)C1)c1c(N)n(CCCC)c(=O)[nH]c1=O (configuration not stated) | 1 | -2 | 95 | 80 | 69 | -1 | 98 | 84
C=CCN1N=C(c2ccc(NC(=O)c3ccccc3)cc2)CSC1=O | 3 | -1 | 102 | 101 | 97 | 8 | 96 | 102
CCCSc1nnc(N2C(=O)C(O)=C(C(=O)c3ccco3)C2c2ccccc2F)s1 (configuration not stated) | 13 | -16 | 86 | 98 | 96 | -1 | 98 | 94
CCCOc1ccc(C(=O)CCC(=O)NNC(=O)c2cccs2)cc1 | 4 | 6 | 111 | 110 | 100 | 9 | 108 | 108
Cc1ccc(S(=O)(=O)Nc2nc(C)c(C(=O)NNS(=O)(=O)c3ccccc3)s2)cc1 | 0 | -3 | 108 | 95 | 105 | -1 | 93 | 86

High-throughput results as filed in PubChem.

The order is random; about 3.5% have a hit in one of these screens.
